# Screening data as filed in PubChem.
# PAFAH2 inh: PAFAH2 (human) inhibition | Q99487 | recombinant PAFAH2, FP-rhodamine activity probe, fluorescence polarization | inhibition, % at 3.39 µM | hit rate 0.99% among 340,000 | AID 492956;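 active means inhibition above the mean over all tested compounds plus 3 SD, cut at about 30% in these data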;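 further: inhibitors block probe labeling of enzyme so polarization drops; 0% = enzyme with DMSO and 100% = wells lacking PAFAH2 protein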
# PAFAH1B2 inh: inhibitors of human PAFAH1B2 | P68402 | recombinant PAFAH1B2, FP-rhodamine activity probe, fluorescence polarization | inhibition, % at 3.39 µM | hit rate 1.2% among 340,000 | AID 492953;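 active means inhibition above the mean of all tested compounds plus 3 SD, cut at about 24% in these data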;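 further: 0% = enzyme with DMSO and 100% = wells lacking PAFAH1B2; many of its hits are not listed in these tables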
# LYPLA1 counter: LYPLA1 (human) inhibition in PME1 counter-screen; hit rate 0.16% among 320,000; recombinant LYPLA1, FP-Rh probe fluorescence polarization; O75608; inhibition, % at 5.9 µM; AID 2174;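 active means inhibition above the mean of all tested compounds plus 3 SD, set per campaign, cut at about 14% in these data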;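 further: inhibitors block serine hydrolase probe labeling of LYPLA1 so polarization falls; 0% = enzyme with DMSO and 100% = wells lacking LYPLA1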
# Target sequence (O75608 whole entry, looked up): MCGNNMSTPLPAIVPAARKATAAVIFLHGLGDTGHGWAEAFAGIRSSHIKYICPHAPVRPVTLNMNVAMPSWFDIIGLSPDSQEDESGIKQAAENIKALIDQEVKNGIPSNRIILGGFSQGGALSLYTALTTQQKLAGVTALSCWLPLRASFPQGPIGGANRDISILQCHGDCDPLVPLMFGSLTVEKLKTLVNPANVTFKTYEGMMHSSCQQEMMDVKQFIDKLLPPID
# EBNA-1 inhibitor: blocks EBNA-1 binding to DNA. EBNA-1 DNA binding, fluorescence polarization. inhibition, % at 14.8 µM. AID 1950. hit rate 0.34% among 300,000; in the data active means inhibition above about 28%
# PAFAH1B3 inh: PAFAH1B3 (human) inhibition. hit rate 0.28% among 340,000. recombinant PAFAH1B3, FP-rhodamine probe, fluorescence polarization. Q15102. inhibition, % at 3.39 µM;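 active means inhibition above the screen-wide average of all tested compounds plus 3 SD, cut at about 25% in these data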;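 further: 0% = enzyme with DMSO only and 100% = wells lacking PAFAH1B3 protein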
# Target sequence (Q15102 whole entry, looked up): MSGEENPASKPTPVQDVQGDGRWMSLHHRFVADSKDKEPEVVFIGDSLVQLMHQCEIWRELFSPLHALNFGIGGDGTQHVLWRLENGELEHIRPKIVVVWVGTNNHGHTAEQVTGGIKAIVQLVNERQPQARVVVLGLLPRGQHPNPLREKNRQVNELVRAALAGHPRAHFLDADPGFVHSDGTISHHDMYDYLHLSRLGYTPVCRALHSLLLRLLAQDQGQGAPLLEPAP
# pPAFAH FP inh: inhibitors of human plasma PAF acetylhydrolase (pPAFAH); Q13093; AID 463082; inhibition, % at 3.39 µM; recombinant pPAFAH, FP-rhodamine probe fluorescence polarization; hit rate 1.5% among 330,000;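 active means inhibition above the mean inhibition across the screen plus 3 SD, cut at about 25% in these data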;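 further: inhibitors block binding of the rhodamine activity-based probe so polarization drops; 0% = enzyme with DMSO and 100% = wells lacking pPAFAH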
# Target sequence (Q13093 whole entry, looked up): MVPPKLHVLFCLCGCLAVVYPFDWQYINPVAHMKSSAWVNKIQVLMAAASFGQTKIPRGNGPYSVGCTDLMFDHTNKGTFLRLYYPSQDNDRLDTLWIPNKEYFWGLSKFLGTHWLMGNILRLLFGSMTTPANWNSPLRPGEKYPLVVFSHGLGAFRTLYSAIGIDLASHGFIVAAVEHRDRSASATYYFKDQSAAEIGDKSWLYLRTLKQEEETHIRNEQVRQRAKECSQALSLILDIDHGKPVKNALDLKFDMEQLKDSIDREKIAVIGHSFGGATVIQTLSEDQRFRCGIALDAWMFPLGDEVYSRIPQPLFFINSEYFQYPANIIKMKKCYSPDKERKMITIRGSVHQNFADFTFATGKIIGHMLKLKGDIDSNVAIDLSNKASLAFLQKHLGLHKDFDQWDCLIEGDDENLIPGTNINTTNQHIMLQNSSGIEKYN
# LYPLA2 counter: blocks human lysophospholipase 2, a PME1 counter-screen; hit rate 0.38% among 320,000; recombinant LYPLA2, FP-Rh probe fluorescence polarization; inhibition, % at 5.9 µM; O95372;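 active means inhibition above the screen-wide mean plus 3 SD, limit set per campaign, cut at about 26% in these data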;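 further: 0% = LYPLA2 with DMSO and 100% = wells lacking LYPLA2 enzyme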
# ZTA counter: ZTA (EBV) inhibition in EBNA-1 counter-screen; inhibition, % at 11 µM; P03206; hit rate 0.15% among 320,000; ZTA-DNA binding, fluorescence polarization; in the data active means inhibition above about 33%
# PREPL inh: inhibits the human prolyl oligopeptidase-like enzyme. hit rate 0.68% among 320,000. Q4J6C6. inhibition, % at 5.96 µM. recombinant PREPL, fluorescence polarization activity-based probe; in the data active means inhibition above about 43%;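 further: 0% = enzyme with DMSO and 100% = wells lacking enzyme; many of its hits are not listed in these tables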
# Active calls of the source: *; / = not tested or not shown. A portion of the library, so the mix of outcomes need not match the whole.
SMILES,PAFAH2 inh,PAFAH1B2 inh,LYPLA1 counter,EBNA-1 inhibitor,PAFAH1B3 inh,pPAFAH FP inh,LYPLA2 counter,ZTA counter,PREPL inh
CCc1c(C)[nH]c2c1C(=O)C(CN1CCOCC1)CC2 (stereo unspecified),0,9,-1,2,9,-1,3,-1,0
N#CC1(NC(=O)COC(=O)c2ccccc2[N+](=O)[O-])CCCCC1,69*,2,-2,-6,4,10,5,8,-2
COc1ccc(S(=O)(=O)CCc2nc3ccccc3s2)cc1,-2,1,-1,-4,5,1,5,-2,-28
O=C(O)CNC(=O)C1CCCN1C(=O)CNC(=O)OCc1ccccc1 (stereo unspecified),1,3,3,14,9,1,6,6,2
Cc1ccc(-n2c(N)c(C(=O)N3CCOCC3)sc2=S)cc1,-1,6,-1,2,9,10,1,-3,7
O=C(c1ccccn1)N(CC1CCCO1)C1(C(=O)NC2CCCCC2)CCCCC1 (stereo unspecified),2,3,4,-7,2,0,5,-19,7
COc1ccc(C(C)(C)C)cc1NC(=O)COC(=O)C(C)C,-2,1,3,4,12,1,8,-10,15
Cc1ccc(S(=O)(=O)N2CCOCC2)cc1C(=O)O,-6,6,0,-5,5,-3,5,13,-2
Cc1cccnc1N(C(=O)Nc1cccc(Cl)c1)C1=NCC(C)(C)S1,-1,4,-2,-9,5,-4,0,-1,13
NC(=S)Nc1cccc(O)c1,-1,2,-3,-5,2,2,-3,5,-1
CCc1ccc(N(C(=O)c2snc(C(N)=O)c2N)C(C(=O)NCC2CCCO2)c2ccco2)cc1 (stereo unspecified),9,8,-1,-3,10,5,4,0,-5
Cn1c(SCC(=O)Nc2sccc2C(N)=O)nc2ccccc2c1=O,4,2,/,/,7,-9,/,/,9

# Exported with values under each structure: part of the list above.
# The line under a structure holds: PAFAH2 inh, PAFAH1B2 inh, LYPLA1 counter, EBNA-1 inhibitor, PAFAH1B3 inh, pPAFAH FP inh, LYPLA2 counter, ZTA counter, PREPL inh
> O=C(c1ccccn1)N(CC1CCCO1)C1(C(=O)NC2CCCCC2)CCCCC1 (stereo unspecified)
 : 2, 3, 4, -7, 2, 0, 5, -19, 7
> COc1ccc(C(C)(C)C)cc1NC(=O)COC(=O)C(C)C
 : -2, 1, 3, 4, 12, 1, 8, -10, 15

# Continuation:
SMILES,PAFAH2 inh,PAFAH1B2 inh,LYPLA1 counter,EBNA-1 inhibitor,PAFAH1B3 inh,pPAFAH FP inh,LYPLA2 counter,ZTA counter,PREPL inh
CCN(C(=O)COC(=O)/C=C/c1nc2ccccc2s1)C1CCS(=O)(=O)C1 (stereo unspecified),-1,5,0,0,12,4,3,3,12
S=c1[nH]nc(CSc2nc3ccccc3s2)n1Cc1ccccc1,6,14,1,8,-2,5,21,-1,-14
Cc1cc(C)n(C(=O)c2cc(F)c(F)cc2C)n1,6,5,1,-1,9,2,0,0,-5
O=C1COc2ccc(C(=O)COC(=O)CNC(=O)c3ccco3)cc2N1,-8,-4,1,3,-1,2,11,-22,11
CCN(C(=O)CSc1nncn1-c1ccccc1)C1CCS(=O)(=O)C1 (stereo unspecified),5,1,-2,-3,0,3,3,0,1
O=C(c1ccc(S(=O)(=O)N2CCOCC2)cc1)N1CCCc2ccccc21,1,5,-1,4,11,1,-1,17,11
Cc1onc(-c2c(Cl)cccc2Cl)c1C(=O)N1CCOCC1,7,-3,2,8,5,4,-2,0,3
CC(C)COc1cccc(C(=O)N(CC(=O)Nc2ccccc2C(F)(F)F)Cc2ccco2)c1,4,3,-4,/,5,4,0,14,4
c1ccc(Oc2ncnc3oc(-c4ccccc4)cc23)cc1,0,-2,-1,2,5,1,2,-21,-7
CSc1nnc(-c2sccc2OCc2ccc(C)cc2)n1C,0,6,1,-2,12,3,0,3,-8
CC(NC(=O)c1ccncc1)c1ccc(Cl)cc1Cl (stereo unspecified),9,16,0,7,11,6,0,7,-3
O=C(COC(=O)[C@@H]1CCCN1S(=O)(=O)c1ccccc1F)c1ccccc1,-2,4,1,-2,-1,4,0,11,-5
NC(=O)CC(NC(=O)c1ccc(Br)cc1)c1ccc(NCCc2ccc(F)cc2)c([N+](=O)[O-])c1 (stereo unspecified),-2,8,-5,0,4,3,-6,1,14
Cc1c(N)ccc(-n2nc3ccccc3n2)c1C,/,/,2,0,/,6,6,-4,2
CC(C)c1ccc(NC(=O)COc2ccc(S(=O)(=O)N3CCOCC3)cc2)cc1,-9,7,0,2,0,0,-1,35*,8
Cc1ccc(C(=O)OCc2ccc3c(c2)OCO3)cc1S(=O)(=O)N1CCCCC1,-1,1,-3,15,3,-2,0,1,11
O=C(NCCN1CCCCC1)Nc1ccc(Br)cc1,-2,4,-1,1,6,2,-1,-4,1
O=C(O)CC1(CC(=O)Nc2ccc3sccc3c2)CCCCC1,/,/,-6,-9,/,1,-1,13,0
COc1cccc(OCCCN2CCCCC2)c1,4,0,2,11,-3,4,5,13,5
CCN(CC)CCN(C)C(=O)CCc1nnc(-c2ccc(C)s2)o1,1,5,-3,6,7,7,-2,1,9
CC(=O)/C(=N\Nc1ccccc1)Oc1ccc([N+](=O)[O-])cc1,-8,-7,2,-3,2,4,-2,-5,-14
O=C(Cc1ccccc1)Nc1ccc(NC(=O)C2CC2)nc1,-13,-1,-1,-9,0,2,-3,1,-3
CC(=O)OC(C)(C)/C=C/C(=O)[C@](C)(O)C1[C@H](O)C[C@@]2(C)C3CC=C4C(C=C(O[C@@H]5O[C@H](CO)[C@@H](O)[C@H](O)[C@H]5O)C(=O)C4(C)C)[C@]3(C)C(=O)C[C@]12C (stereo partly specified),-7,-7,/,/,-1,-2,/,/,13
O=C1c2ccccc2S(=O)(=O)N1CC(O)COc1ccc(Cl)cc1 (stereo unspecified),-1,9,1,-11,-6,0,-2,11,3
Cc1ccccc1NC(=O)CCCn1nc(C)c2c(C)n(-c3ccccc3)nc2c1=O,-1,4,-6,12,3,1,2,-2,-2
CCCCc1c(O)nc(SCCN(C)C)n(-c2ccccc2)c1=O,6,2,1,5,2,-3,3,10,-7
O=C(O)C1C2C=CC(C2)C1C(=O)NC(c1ccccc1)c1ccccc1 (stereo unspecified),7,10,3,3,1,4,6,-10,20
CCOC(=O)c1sc(NC(=O)/C=C/c2ccc(F)cc2)nc1C,9,2,-3,-3,3,-2,-4,7,-1
COc1cc2c(cc1OC)CN(CC(=O)Nc1ccc(S(=O)(=O)N3CCCC3)cc1)CC2,2,-5,-3,-13,9,-10,-7,2,0
CCCN1C2=NCCCN2c2ccccc21,4,5,-1,-8,6,-3,-27,7,-3
C=CCNC(=S)NNC(=O)c1ccccc1OCC,2,-1,-1,-3,0,-4,-4,-1,-6
CC1(C)Cc2c(sc3nc[nH]c(=O)c23)CO1,-4,-5,-2,-3,5,-2,-10,-3,-1
COc1ccc2c(c1)c(=O)c(C(=O)c1ccc(F)cc1)cn2CC(=O)Nc1ccc(F)cc1,-7,1,-3,-9,0,-4,-10,-4,34
COc1ccccc1/C=C/C(=O)NCC(=O)N/N=C(\CCC(=O)O)c1ccccc1,-10,3,-3,2,-5,-1,-8,6,-2
O=C(CNC(=O)c1cc2ccccc2o1)NCc1cccs1,4,3,0,-8,-3,8,3,7,-8
O=C(C1CCCO1)N1CCC(c2nc3ccccc3[nH]2)CC1 (stereo unspecified),3,-2,-2,2,1,5,-1,11,5
COc1cc(C(=O)Nc2cccc(-c3cn4cccnc4n3)c2)cc(OC)c1OC,1,2,-3,-6,4,-3,4,0,-6
COc1cc(C(=O)NNC(=O)NC2CCCCC2)cc(OC)c1OC,-4,-5,-2,2,14,5,-4,1,-1
CCS(=O)(=O)N1CCN(c2ccc(Cl)cc2[N+](=O)[O-])CC1,-2,1,0,-5,10,5,2,1,-7
COc1ccc(-c2ccc(SCC(=O)N3CCOCC3)nn2)cc1OC,17,2,1,-8,11,-1,3,-5,1
CC(C)(C)OC(=O)N1Cc2ccccc2C[C@H]1C(=O)O,-4,6,-2,-6,5,3,4,-31,17
Clc1ccc(-c2nnc3n2CCCC3)cc1Cl,-5,3,2,6,4,2,1,-9,2
CN(C)c1ccc(P(=O)(CC(=O)N/N=C/c2ccc(C#N)cc2)OCCCl)cc1 (stereo unspecified),-1,-1,0,-3,1,1,-1,9,20
COc1ccc(-n2c(Cc3cccn3C)nnc2SCC(=O)Nc2nc(C)cs2)cc1,-10,3,3,-3,5,5,-7,-2,7
CCN(Cc1ccccc1)C(=O)COC(=O)CNS(=O)(=O)c1ccc(C)cc1,-2,2,2,-6,6,5,-2,-5,-13
CCNC(=S)N/N=C(\C)c1ccc(N2CCOCC2)cc1,-1,1,0,-2,4,5,-2,-8,1
COc1ccc2c(c1OC)C(=O)OC2CC(=O)c1ccc(O)c(O)c1 (stereo unspecified),13,4,-4,10,15,5,-5,1,-1
CCN(CC)C(=O)c1cccc(NC(=O)C2=COCCO2)c1,-4,1,0,/,7,-1,-3,-6,1

# Individual results from the results shown.
# Under pPAFAH FP inh, COc1ccc2c(c1OC)C(=O)OC2CC(=O)c1ccc(O)c(O)c1 (stereo unspecified) is entered as 5
# Under PAFAH2 inh, CCS(=O)(=O)N1CCN(c2ccc(Cl)cc2[N+](=O)[O-])CC1 is entered as -2
# Under pPAFAH FP inh, CN(C)c1ccc(P(=O)(CC(=O)N/N=C/c2ccc(C#N)cc2)OCCCl)cc1 (stereo unspecified) is entered as 1
# Under EBNA-1 inhibitor, Clc1ccc(-c2nnc3n2CCCC3)cc1Cl is entered as 6

# (listing goes on)
SMILES,PAFAH2 inh,PAFAH1B2 inh,LYPLA1 counter,EBNA-1 inhibitor,PAFAH1B3 inh,pPAFAH FP inh,LYPLA2 counter,ZTA counter,PREPL inh
O=C1CCCC2=C1C(c1ccc3c(c1)OCO3)c1c([nH]n(-c3ccccc3)c1=O)N2 (stereo unspecified),5,3,1,4,1,5,7,-15,-6
COc1ccccc1C(CNC(=O)c1cccc(NS(=O)(=O)c2ccc(Br)cc2)c1)N(C)C (stereo unspecified),1,16,-1,-4,-5,4,-13,-5,-42
CC1Cc2cc(/C(O)=C3/C(=O)C(=O)N(CCCn4ccnc4)C3c3ccncc3)ccc2O1 (stereo unspecified),-3,-1,-1,0,-3,3,10,-10,9
CC(C)CCN1C(=O)CCC1(C)C(=O)NC1CCCCCCC1 (stereo unspecified),-11,-2,2,1,12,1,0,-15,4
C=CCn1cc(-c2ccc(Cl)cc2)cc(C#N)c1=O,4,-4,-2,-1,7,6,-1,5,-5
Clc1ccccc1-c1nc(-c2ccc(Br)o2)no1,9,2,-4,6,8,4,1,-11,-11
CC(C)OC(=O)c1c(NC(=O)c2cccs2)sc2c1CCCC2,-14,-5,0,-6,-1,3,-1,9,6
CC(Oc1ccccc1)c1ccnc2nc(N3CCOCC3)nn12 (stereo unspecified),4,6,-1,4,5,6,-2,-6,-1
Cc1ccc2c(c1)C(O)(C1COC(C)(C)CC1=O)C(=O)N2C (stereo unspecified),-4,-3,4,6,2,1,0,19,5
CCNC(=S)N1CC(C)OC(C)C1 (stereo unspecified),3,5,0,4,12,0,1,2,4
O=C(NC1CCCC1)C(c1ccccn1)N(Cc1ccc(F)cc1)C(=O)c1csnn1 (stereo unspecified),-5,2,-1,0,1,4,-2,-8,-7
O=C(CCc1ccccc1)Nc1ccccc1C(F)(F)F,3,0,-2,0,4,5,4,-21,11
O=C(NCc1ccccc1)/C(NC(=O)c1ccccc1)=C(/Sc1ccccn1)c1ccccc1,-1,1,1,-6,10,5,1,12,-9
COc1ccc2c(C(=O)CN(C)C3CCCCC3)c[nH]c2c1,8,0,-4,-10,6,0,-4,6,17
CCNc1nc(NCC)n2c(SCC(=O)Nc3ccccc3)nnc2n1,7,1,-2,-10,5,-3,-7,-5,14
OCCN1CCN(CC(O)C(F)(F)F)CC1 (stereo unspecified),-4,3,3,-2,6,6,-3,9,7
Cc1ccc2cc(CCNC(=O)c3ccc4c(c3)OCO4)c(=O)[nH]c2c1C,-2,2,0,1,-1,3,4,-8,-16
COc1ccc(OC)c(NC(=O)CCNS(=O)(=O)c2ccc3[nH]c(=O)oc3c2)c1,-2,3,-2,10,4,9,-3,-8,7
